Source: PubChem BioAssay (Emory University Molecular Libraries Screening Center)
EP2 modulator = EP2 receptor (human) modulation | P43116 | EP2-expressing cells, cAMP HTRF FRET, PGE2 co-stimulation | 0.83% of 260,000 active | induction, % at 25 µM;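 active means compounds whose cAMP rise, as percent of the full-agonist control response, exceeds 60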;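 further: rat C6 glioma line stably carrying human EP2 under a CMV promoter; the protocol text gives 20 µM as final concentration; 100% = response of wells given 1 µM PGE2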
Target sequence (P43116 whole entry, looked up): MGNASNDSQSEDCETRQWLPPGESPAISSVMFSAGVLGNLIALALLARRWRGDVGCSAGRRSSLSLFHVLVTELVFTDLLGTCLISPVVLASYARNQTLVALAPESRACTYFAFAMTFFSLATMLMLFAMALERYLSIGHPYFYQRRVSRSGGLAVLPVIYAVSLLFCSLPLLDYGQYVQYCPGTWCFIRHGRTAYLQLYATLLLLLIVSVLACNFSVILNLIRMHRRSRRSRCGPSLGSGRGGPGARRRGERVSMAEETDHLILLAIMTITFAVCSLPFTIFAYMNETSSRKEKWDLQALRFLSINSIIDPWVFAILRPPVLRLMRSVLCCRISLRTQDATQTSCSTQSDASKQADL
EP2 antag = blocks the human prostaglandin E2 receptor EP2. inhibition, % at 25 µM. P43116. C6 glioma cells expressing human EP2, cAMP TR-FRET; cells stimulated with saturating PGE2. 0.52% of 260,000 active;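 active means percent inhibition above 40 after rounding to a whole number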;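 further: rat C6 glioma host cells with rolipram phosphodiesterase inhibitor present; the protocol text gives 20 µM as final concentration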
* marks the source's active call; other numbers are inactive results. A portion of the library. The share of hits here may be higher or lower than overall.

structure | EP2 modulator | EP2 antag
Cc1ccc2cc(CN(C(=O)c3cccs3)C3CCCC3)c3nnnn3c2c1 | 34 | 21
COc1ccc(CSC2=C(C#N)C(=O)NC3(CCCCC3)S2)cc1 | 54 | 37
O=C(NCCN1CCOCC1)C1CC(c2ccc(Cl)c(Cl)c2)=NO1 (centres undefined) | -24 | 11
CCc1cc2ccc(OC)cc2nc1SCC(=O)N(CC)CC | 44 | 13
CCCc1cc(Nc2ccccc2)n2ncnc2n1 | 9 | 8
CCOc1ccc(-n2c(COc3cccc4ccccc34)nnc2SCC(N)=O)cc1 | -66 | 15
CC(C)C(NC(=O)c1ccc(Cl)cc1Cl)c1n[nH]c(=S)n1C (centres undefined) | 7 | 8
S=c1[nH]nc(SCc2ccccc2Cl)c2[nH]cnc12 | 8 | 11
NC[C@@H]1O[C@H](O[C@@H]2[C@@H](CO)OC(O[C@@H]3[C@@H](O)[C@H](N)C[C@H](N)[C@H]3O[C@H]3O[C@H](CO)[C@@H](O)[C@H](O)[C@H]3N)[C@@H]2O)[C@H](N)[C@@H](O)[C@@H]1O (some centres undefined) | 7 | 13
O=C1Nc2ccccc2C12OCC(CCl)O2 (centres undefined) | -22 | 4
COC(=O)c1c(NC(=O)c2cccc(F)c2)sc(C(=O)NC2CCCCC2)c1C | -6 | 13
Cc1ccc(S(=O)(=O)N(Cc2ccco2)Cc2cc3cc4c(cc3[nH]c2=O)OCO4)cc1Cl | -25 | 13
CC(C)C(=O)c1cn(CC(=O)N2CCCCC2)c2ccccc12 | -27 | 10
Cc1cc(C)c2cc(C)c(SCC(N)=O)nc2c1 | -3 | 6
Cc1ccc(C)c(NC(=O)c2ccc3c(c2)CCN3S(C)(=O)=O)c1 | -17 | 7
O=C(Nc1ccc(Cl)cc1)c1cccnc1 | -25 | 13
CC1CCc2c(sc3nc(SCC(=O)N(C(C)C)C(C)C)[nH]c(=O)c23)C1 (centres undefined) | 14 | 9
CCC(C)(C)n1nnnc1C(c1ccc(OC)c(OC)c1)N1CCN(C(=O)c2ccco2)CC1 (centres undefined) | 7 | 7
CCn1c(SCC(=O)N2CCCCCC2)nnc1-c1ccoc1C | 6 | 5
CCC(c1nnnn1C(C)(C)C)N(Cc1ccc(OC)cc1)Cc1cc2cc(C)cc(C)c2[nH]c1=O (centres undefined) | -3 | 7
Cc1ccc2[nH]c(=O)c(CN(CC3CCCO3)S(=O)(=O)c3ccc(C(C)(C)C)cc3)cc2c1 (centres undefined) | 39 | 7
O=C(O)CCN1CNC(=S)NC1 | 7 | 15
Cc1cccc(-c2nc(SCC(=O)Nc3cccc4ccccc34)n[nH]2)c1 | -70 | 20
C=CCNS(=O)(=O)c1ccc(S(=O)(=O)N2CCC(C)CC2)cc1 | -5 | 7
CCOc1nc2c(c(=O)n(C)c(=O)n2C)n1Cc1ccccc1F | -1 | 7
CC(CCC(=O)O)[C@H]1CCC2C3C[C@H](O)[C@@H]4C[C@H](O)CC[C@]4(C)C3CC[C@@]21C (some centres undefined) | 7 | 10
COc1ccc(/C=C2/SC(=S)N(c3ccc(Br)cc3)C2=O)cc1 | -27 | 12
CC1CCc2c(sc3nc(C(C)C)n4c(SCC(=O)Nc5ccc6c(c5)OCO6)nnc4c23)C1 (centres undefined) | 1 | 7
O=C(CSc1nc2c(c(C(F)(F)F)n1)CCc1ccccc1-2)N1CCCCC1 | 31 | 7
N#Cc1c(NC(=O)CCC(=O)Nc2sc3c(c2C#N)CCCC3)sc2c1CCCC2 | -27 | 5
CCn1c(COc2cccc(OC)c2)nnc1SCC(=O)N1C(C)CCCC1C (centres undefined) | 2 | 10
O=C1NC2(CCN(Cc3ccc(F)cc3)CC2)Oc2ccccc21 | -10 | 5
CCOc1ccccc1-n1c(SCC(=O)Nc2ccc(C(=O)OC)cc2)nc2ccccc2c1=O | 39 | 11
Cc1ccc2cc(CN(C(=S)NCCc3ccccc3)C3CCCC3)c(=O)[nH]c2c1 | 15 | 7
NC(=O)CN1CCC(O)(c2ccc3c(c2)OCO3)CC1 | -1 | 8
COc1ccc2cc(C)c3nn(CC(=O)N4CCCC4)c(=O)n3c2c1 | -10 | 4
CCOc1cc(C2C(C(C)=O)=C(O)C(=O)N2CC#N)ccc1O (centres undefined) | 17 | 9
CC(C)OCC1CC(CC(=O)Nc2nncs2)C(=O)O1 (centres undefined) | 4 | 8
CCC(C)(C)NC(=O)C(c1ccccn1)N(C(=O)c1csnn1)c1cccc(C)c1C (centres undefined) | -6 | 7
COc1ccc(CC(=O)Nc2cccc(C(=O)Nc3nccs3)c2)cc1OC | -55 | 5
CCN(CC)C(=O)c1cccc(C)c1 | 11 | 7
Cn1c(SCC(=O)Nc2cccc(F)c2)nnc1-c1ccncc1 | -20 | 9
CCn1c(SCC(=O)Nc2cccc3ccccc23)nnc1C1CCCCC1 | -33 | 10
Cc1ccc2[nH]c(=O)c(CN(Cc3ccco3)S(=O)(=O)c3ccccc3Br)cc2c1 | 6 | 13
C[C@]1(O)CC[C@H]2[C@H]3CC=C4N5CCN=C5CC[C@@]4(C)[C@@H]3CC[C@@]21C | 0 | 10
CC(O)c1nc2cc(N)ccc2n1C (centres undefined) | 6 | 10
COc1ccc(OC)c(C2Nc3ccc(C)cc3-c3cc(C)nn32)c1 (centres undefined) | -2 | 4
O=C1CSC(=O)N1Cc1ccccc1F | 5 | 10
CCOC(=O)c1cnc2c(cnn2CC)c1NN=C(C)C | 9 | 13
COc1ccccc1C1(O)CCN(CCNC(=O)c2ccc3c(c2)OCO3)CC1 | -48 | 7
O=C(O)c1c(-c2nccc3ccccc23)[nH]c(-c2ccccc2)c1S(=O)(=O)O | 20 | 75*
Cc1ccc(Cc2cnc(NC(=O)CSc3nc(C)cc(C)n3)s2)cc1 | 0 | 7
CCC(C)(C)NC(=O)C(c1ccco1)N(C(=O)Cn1nnc2ccccc21)c1ccc(F)cc1 (centres undefined) | 28 | 7
CCN(CC)CCCNC(=S)N1CCN(Cc2ccccc2)CC1 | -14 | 14
O=C(Cc1cccc2ccccc12)NCCN1CCOCC1 | -3 | 8
Cn1c(NN)nc2c(c1=O)C1(CCCC1)Cc1ccccc1-2 | 59 | 10
O=C1CCCN1c1ccc(S(=O)(=O)Cl)cc1 | 22 | 11
Cc1csc(NC(=O)CSc2ncnc3sc(C)c(C)c23)n1 | 17 | 12
CCN(CC)C(=O)CN1CCC(c2ccc(OC)cc2)CC1 | 14 | 6
N#Cc1ccc2c(c1)N(CCCN1CCC(O)CC1)c1ccccc1S2 | -12 | 15

Later entries:
The line under a structure holds: EP2 modulator | EP2 antag
- Cc1cc(C)c2[nH]c(=O)c(CN(Cc3ccccc3)C(=S)NCc3ccco3)cc2c1
 : 13 | 10
- CCOC(=O)c1cc(-c2cccc(Cl)c2Cl)no1
 : -9 | 6
- COC(=O)Cn1cc(C(=O)C2CCCCC2)c2ccccc21
 : -10 | 7
- CC(=O)Nc1ccc(NC(=O)CSc2nc(C3CCCCC3)nc3ccccc23)cc1
 : 26 | 18
- COc1ccc(/C(O)=C2/C(=O)C(=O)N(CCCN3CCOCC3)C2c2cccc3ccccc23)cc1 (centres undefined)
 : 7 | 4
- CC(=O)N1CCN(c2c3c(nc4cc(-c5cccc(F)c5)nn24)CCCC3)CC1
 : -14 | 13
- Nc1ccc(-c2ccc(N3C(=O)c4cccc5cccc(c45)C3=O)cc2)cc1
 : 4 | 5
- Cn1nnc(-c2ccccc2NCc2ccc(OCCO)cc2)n1
 : -58 | 2
- COc1cc2ccc(=O)oc2c(OC)c1OC
 : 6 | 8
- COc1ccc2nc(C)cc(Nc3ccc(NC(C)=O)cc3)c2c1
 : -54 | 17
- COc1ccc(C(=O)N(Cc2cc3cc(C)ccc3n3nnnc23)C2CCCC2)cc1OC
 : 6 | 7
- CNC(=S)N(Cc1ccc(OC)cc1)Cc1cc2cc3c(cc2[nH]c1=O)OCO3
 : -23 | 19
- CCC(c1nnnn1C(C)(C)CC)N(CCc1cccc(C)c1)Cc1cc2cccc(C)c2[nH]c1=O (centres undefined)
 : 24 | 8
- C=CCn1c(SCC(=O)Nc2ccc(OC)cc2)nnc1-c1ccncc1
 : -17 | 6
- COc1ccccc1CN(CCCn1ccnc1)Cc1ccccc1Cl
 : 56 | 9
- CCCn1c(SCC(=O)Nc2ccccc2)nnc1-c1ccncc1
 : -16 | 10
- O=C(Cn1ccc(=O)[nH]c1=O)OCC(=O)N1c2ccccc2Sc2ccccc21
 : 6 | 9
- O=C(CSc1ccc([N+](=O)[O-])cn1)Nc1ccc2c(c1)OCO2
 : -33 | 16
- COc1ccc([C@@H](C)C(=O)c2ccc(O)cc2O)cc1
 : 20 | 12
- Cc1ccccc1CCNC(=O)C1CCN(c2nc3ccccc3n2C)CC1
 : -25 | 7
- COC(C(=O)N1CCc2nc(N3CCOCC3)[nH]c(=O)c2C1)c1ccccc1 (centres undefined)
 : 0 | 9
- CCCC(=O)Nc1sc(C(=O)Nc2ccccc2OC)c(C)c1C(=O)OC
 : -2 | 13
- Cn1nnc(NC(=O)c2ccc(Cl)cc2Cl)n1
 : 5 | 11
- CC[C@@]1([N+](=O)[O-])C[C@H]2C=C[C@@H]1C2
 : -14 | 9
- CCn1cc(CN(CCN(C)C)Cc2ccc(C)o2)c(C)n1
 : -44 | 10
- Cc1ccc(C(=O)CSc2nc3c(c(=O)n(C)c(=O)n3C)n2C)cc1
 : -21 | 7
- CCN(CC)c1ncc(CN2CCc3sccc3C2C)s1 (centres undefined)
 : -28 | 8
- CCCC(C)C(=O)Nc1nnc(C(F)(F)F)s1 (centres undefined)
 : -51 | 11
- CCc1cc2ccccc2nc1SCC(=O)Nc1ccc(OC)cc1
 : 19 | 11
- NS(=O)(=O)c1ccc(CNC(=O)C2CCCO2)cc1 (centres undefined)
 : -5 | 13

Quoted from the results shown (seven entries):
The line under a structure holds: EP2 modulator | EP2 antag
- Cc1ccc2cc(CN(C(=O)c3cccs3)C3CCCC3)c3nnnn3c2c1
 : 34 | 21
- COc1ccc(CSC2=C(C#N)C(=O)NC3(CCCCC3)S2)cc1
 : 54 | 37
- O=C(NCCN1CCOCC1)C1CC(c2ccc(Cl)c(Cl)c2)=NO1 (centres undefined)
 : -24 | 11
- CCc1cc2ccc(OC)cc2nc1SCC(=O)N(CC)CC
 : 44 | 13
- CCCc1cc(Nc2ccccc2)n2ncnc2n1
 : 9 | 8
- CCOc1ccc(-n2c(COc3cccc4ccccc34)nnc2SCC(N)=O)cc1
 : -66 | 15
- CC(C)C(NC(=O)c1ccc(Cl)cc1Cl)c1n[nH]c(=S)n1C (centres undefined)
 : 7 | 8

(continued)
The line under a structure holds: EP2 modulator | EP2 antag
- COc1ccc2cc3c(N)c(C(=O)Nc4ccccc4N4CCOCC4)sc3nc2c1
 : -24 | 25
- Cc1cc(NCCO)n2nc(C)c(-c3ccc(F)cc3)c2n1
 : 7 | 8
- CS(=O)(=O)N1CCN(c2ccc(NC(=O)c3cccc(Cl)c3)cc2)CC1
 : -2 | 9
- CCC(c1nnnn1C1CCCC1)N(Cc1ccc(F)cc1)Cc1cc2c(C)ccc(C)c2[nH]c1=O (centres undefined)
 : 27 | 7
- CCCC(c1nnnn1C(C)(C)CC)N1CCN(C(=O)c2ccco2)CC1 (centres undefined)
 : -25 | 7
- COc1cccc(NC(=O)N2CCN(c3ccccc3OC)CC2)c1
 : 12 | 8
- CCC(c1nnnn1CC1CCCO1)N(Cc1ccc(C)cc1)Cc1cc2cc(C)ccc2[nH]c1=O (centres undefined)
 : 53 | 9
- Cc1ccc2c(c1)cc(C)c1nn(CC(=O)NC(C)(C)C)c(=O)n12
 : -13 | 4
- O=C(NC1CCCC1)C1CCN(C(=O)c2ccc(Cl)cc2)CC1
 : -56 | 9
- O=C(c1ccc(F)cc1F)N1CCC(O)(c2cccnc2)CC1
 : -21 | 10
- Nc1nc2ncc(=O)[nH]c2c(=O)[nH]1
 : -6 | 9
- C=CCn1c(SCC(=O)Nc2ccc(OCC)cc2)nnc1-c1ccncc1
 : -29 | 4
- COc1cc(C(=O)Nc2nc3c(Cl)c(Cl)ccc3s2)cc(OC)c1OC
 : -44 | 9
- Cc1cccc2cc(CN(Cc3cccs3)C(=O)Nc3ccc(F)cc3)c(=O)[nH]c12
 : -2 | 11
- C[C@@H](Cn1nnn(-c2ccccc2)c1=O)NC(=O)c1cnccn1
 : -21 | 8
- Cc1ccccc1N/C(N)=N/c1nc(C(F)(F)F)cc(=O)[nH]1
 : -43 | 8
- C=CC(C1=CC(=O)C(OC)=CC1=O)c1ccc(OC)cc1 (centres undefined)
 : -27 | 17
- Cc1cc(C)c2cc(C)c3nnc(SCC(N)=O)n3c2c1
 : -6 | 13
- CCN1C(=O)c2cccc3c(S(=O)(=O)NCCc4ccccc4)ccc1c23
 : -101 | 9
- Cc1cc(C)c2[nH]c(=O)c(C(c3nnnn3C(C)(C)C)N3CCCCCC3)cc2c1 (centres undefined)
 : 18 | 12
- COc1ccccc1C1(NC(=O)c2cc(C(C)(C)C)[nH]n2)CCCC1
 : -8 | 10
- Cc1cc(C)c2cc(CN(Cc3cccnc3)C(=O)Nc3ccc(Cl)cc3)c(=O)[nH]c2c1
 : -27 | 14
- CCCC(=O)N1CCc2cc(-c3csc(NC(=O)CCc4ccccc4)n3)ccc21
 : -28 | 11
- CC(NC(=O)C(=O)NCc1cccnc1)c1ccccc1 (centres undefined)
 : -15 | 10
- CCC(C)(C)n1nnnc1C(c1cc2ccc(C)cc2[nH]c1=O)N1CCN(C)CC1 (centres undefined)
 : -21 | 10
- Cc1nc(-c2ccccc2)c(CC(=O)NC2CCCOC2)s1 (centres undefined)
 : -4 | 8
- COCCOc1ccc(CN2CCC(O)(c3ccc(C)cc3)CC2)cc1OC
 : 18 | 5
- Cc1ccc2[nH]c(=O)c(CN(CCCO)C(=O)Nc3ccccc3)cc2c1
 : -31 | 4
- Clc1ccc(-c2nsc3c(N4CCCC4)ncnc23)cc1
 : 16 | 9
- O=C(O)CCC(=O)NC1CCN(Cc2ccccc2)CC1
 : -5 | 4

Compound profiles (already shown). Order of screens: EP2 modulator, EP2 antag
Cc1nc(-c2ccccc2)c(CC(=O)NC2CCCOC2)s1 (centres undefined) as listed: -4, 8
C[C@@H](Cn1nnn(-c2ccccc2)c1=O)NC(=O)c1cnccn1 as listed: -21, 8
